# Bioassay records: PubChem BioAssay, several laboratories
# E coli Lon inh: inhibits E. coli Lon protease | P0A9M0 | purified E. coli Lon protease, fluorescence polarization | inhibition, % at 7.94 µM | 360,000 tested, 0.42% active | AID 602123; in the data active means inhibition above about 13%, passing the limit was not always enough;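 further: 0% = enzyme with probe and DMSO and 100% = no enzyme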
# Rpn11 block: blocks the human proteasome subunit Rpn11. O00487. human 26S proteasome, Ub4-pepOG fluorescence polarization; 20S core pre-blocked with epoxomicin. calls only at 20 µM. 360,000 tested, 0.59% active;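 active means inhibition at 20 µM, scaled to each plate's controls, above about 33%, limit read from the data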
# Target sequence (O00487 whole entry, looked up): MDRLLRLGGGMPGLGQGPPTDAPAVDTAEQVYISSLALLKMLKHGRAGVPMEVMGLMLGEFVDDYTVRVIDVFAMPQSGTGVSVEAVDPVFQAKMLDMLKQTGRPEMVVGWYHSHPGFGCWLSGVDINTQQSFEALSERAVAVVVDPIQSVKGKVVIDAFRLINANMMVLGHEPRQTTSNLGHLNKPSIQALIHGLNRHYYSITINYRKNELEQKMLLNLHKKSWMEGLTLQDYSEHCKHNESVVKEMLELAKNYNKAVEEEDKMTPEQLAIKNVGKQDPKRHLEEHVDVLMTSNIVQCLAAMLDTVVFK
# CSN inh: blocks human CSN-mediated cullin deneddylation; Q92905; Purified CSN, SCF-Nedd8-OG deneddylation, fluorescence polarization; inhibition, % at 12.5 µM; 360,000 tested, 0.38% active; AID 651999;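 active means pattern-corrected inhibition above about 35%, with an unprinted fluorescence ratio check between 0.5 and 1.5, limit read from the data, passing the limit was not always enough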;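 further: 0% = enzyme with substrate and 100% = substrate without enzyme; some results filed as inactive read as strong as hits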
#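 Schedule: reaction 90 min, room temperature / Assay system: HEK293T-derived human Csn5 enzyme / Input: Csn5 at 0.24 nM final / Measure: inhibition of Csn5 cleavage, % / Control set: substrate-only high control, full reaction low control / Technique: fluorescence polarization of the substrate / Buffer or medium: Tris/NaCl/DTT buffer, pH 7.5 / Reagent: SCFSkp2-Nedd8OG substrate at 10 nM final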
# FAS-TE inh: blocks the thioesterase domain of human fatty acid synthase; P49327; 360,000 tested, 0.67% active; inhibition, % at 15 µM; recombinant FAS-TE, OMFH fluorogenic substrate, fluorescence endpoint;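 active means compounds whose normalised, plate-corrected inhibition of enzyme fluorescence in the single-dose primary screen is 50% or more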;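 further: 0% = DMSO with enzyme and 100% = substrate without enzyme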
# MT1-MMP act inh: inhibitors of human MT1-MMP activation | AID 651647 | 360,000 tested, 0.061% active | HT1080 RFP-PRO-GFP cells, GFP/RFP ratio fluorescence, overnight; percent of plate control window, DMSO zero | P50281 | GFP/RFP ratio change, % at 20 µM;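 active means GFP/RFP ratio change of at least 30% with cell ATP level not reduced by more than half and red fluorescence within 50% of control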; further: strong numbers were not always called active
#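 Assay system: HT1080 RFP-PRO-GFP cells. Benchmarks: DMSO vehicle wells and RFP-L50D-GFP reporter cell wells. Times: overnight cell settling, then overnight compound exposure, 37 °C, 5% CO2. Compound: 20 µM single dose, 1% DMSO. Read-out basis: GFP/RFP fluorescence ratio.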
# MsrA inh: inhibits bovine methionine sulfoxide reductase A; purified bovine MsrA, absorbance read-out; inhibition, % at 15.5 µM; 360,000 tested, 0.75% active; AID 651718; in the data active means inhibition above about 4.5%;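 further: 0% = vehicle wells with enzyme and 100% = reference inhibitor wells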
# bovine MsrA act: activates bovine MsrA enzyme | purified bovine MsrA, absorbance read-out | 360,000 tested, 0.3% active | activation, % at 10.6 µM | AID 602163; in the data active means activation above about 7.5%;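 further: 0% = vehicle and 100% = reference activator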
# Rin1 Abl inh: inhibitors of human Rin1-Abl protein interaction; P00519+Q13671; 360,000 tested, 0.4% active; AID 588664; inhibition, % at 7.35 µM; TR-FRET Rin1/Abl binding, biochemical; in the data active means inhibition above about 5%, passing the limit was not always enough
# PABP1 MLLE inh: inhibitors of microRNA-mediated deadenylation, human PABP1 MLLE binding; P11940; GST-MLLE / FITC-PAM2 fluorescence polarization; inhibition, % at 20 µM; 360,000 tested, 0.36% active; AID 588489; in the data active means inhibition above about 35%, passing the limit was not always enough;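 further: plate controls were DMSO wells with GST-MLLE for no effect and wells lacking GST-MLLE protein for full effect; some results filed as inactive read as strong as hits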
# Target sequence (P11940 whole entry, looked up): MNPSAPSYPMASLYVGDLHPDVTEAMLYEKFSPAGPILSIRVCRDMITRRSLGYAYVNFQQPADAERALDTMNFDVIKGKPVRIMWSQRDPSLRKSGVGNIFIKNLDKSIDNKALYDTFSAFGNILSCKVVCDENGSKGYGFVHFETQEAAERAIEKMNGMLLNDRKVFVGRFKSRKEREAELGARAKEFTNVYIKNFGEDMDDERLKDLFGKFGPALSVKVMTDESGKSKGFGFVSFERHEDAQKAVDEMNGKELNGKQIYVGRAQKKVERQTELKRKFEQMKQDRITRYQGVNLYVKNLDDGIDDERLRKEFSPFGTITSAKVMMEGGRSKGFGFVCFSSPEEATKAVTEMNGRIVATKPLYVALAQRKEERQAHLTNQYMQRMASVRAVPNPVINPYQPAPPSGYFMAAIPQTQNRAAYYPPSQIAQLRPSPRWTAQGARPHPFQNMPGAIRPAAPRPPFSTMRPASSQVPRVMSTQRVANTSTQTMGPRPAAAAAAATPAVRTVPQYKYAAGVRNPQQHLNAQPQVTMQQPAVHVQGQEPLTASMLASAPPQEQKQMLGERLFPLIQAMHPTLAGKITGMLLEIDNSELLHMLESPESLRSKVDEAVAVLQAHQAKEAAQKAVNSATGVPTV
# Active calls of the source: *; i = inactive; nt = not tested or not shown.
SMILES,E coli Lon inh,Rpn11 block,CSN inh,FAS-TE inh,MT1-MMP act inh,MsrA inh,bovine MsrA act,Rin1 Abl inh,PABP1 MLLE inh
Nc1ccc(C(=O)OCc2nc3c(ccc4ccccc43)[nH]2)cc1,-9,i,0,7,5,-0.1,1,-2,0
O=C(NCCCn1ccnc1)c1ccc(Cl)s1,3,i,4,-6,1,-0.6,-2,-2,3
Cc1ccc2nc(C)cc(N/N=C/c3cccnc3)c2c1,-9,i,-1,-1,-2,0.3,-4,2,8
S=C(Nc1ccc2nc(-c3ccccn3)c(-c3ccccn3)nc2c1)N1CCCCC1,14,i,7,-6,-73,nt,-2,-1,30
O=S1(=O)CCN2C=C(Cl)C=C(Cl)C2=N1,3,i,-11,-4,-6,0.1,-1,0,2
CCOc1ccc(S(=O)(=O)Nc2cc(NS(=O)(=O)c3ccc(OCC)cc3)cc(C(=O)O)c2)cc1,-16,i,6,1,4,1.2,-12,0,-2
Cn1cc(CCNC(=O)c2ccc3nc(Cc4ccccc4F)oc3c2)cn1,6,i,2,-18,0,-0.3,-1,-2,4
COc1ccc(S(=O)(=O)N(C)C[C@@H]2OCc3cn(nn3)CCCC(=O)N([C@H](C)CO)C[C@H]2C)cc1,-2,i,2,-16,5,-0.6,-1,4,6
COc1ccc(-c2nnc(N3CCCCC3)c3ccccc23)cc1,0,i,0,-3,4,nt,-3,0,3
Cc1ccccc1Nc1nnc(SCC(=O)c2ccc(O)cc2O)s1,3,i,-4,1,2,2.4,-1,2,-1
COc1cccc2c(C)nc(Nc3nc(CSc4nnc(C)s4)cc(=O)[nH]3)nc12,1,i,-2,-2,-2,-1.2,-4,-2,1
Cc1cccc(NC(=O)CSc2nnc(C)n2Cc2ccccc2)c1,4,i,-5,-4,3,-0.1,-1,5,-8
COc1ccc(N2CCN(C(=S)Nc3ccc(F)cc3)CC2)cc1,3,i,1,-7,nt,-2.2,-12,2,-112
COCCCNC(=O)CCn1c(=O)c2ccccc2n(CC(=O)NCCC2=CCCCC2)c1=O,-5,i,5,2,-5,0.9,-2,-2,-7
O=C(NCCCN1CCOCC1)C(=O)NCC1OCCN1S(=O)(=O)c1ccc(Br)cc1 (configuration not stated),-4,i,-4,-6,-2,0.0,-5,2,2
CCc1ccc(Oc2coc3cc(OCC(=O)Nc4cc(C)ccc4C)ccc3c2=O)cc1,-2,i,0,-5,3,-1.1,-6,0,3
Cc1ccc2[nH]c(=O)c(CN(C)C(=O)c3ccccn3)cc2c1,-7,i,-3,0,2,1.5,-4,-1,-13
COc1ccc2[nH]c(=O)c(C(c3nnnn3CC3CCCO3)N3CCc4ccccc4C3)cc2c1 (configuration not stated),-3,i,-4,-4,-1,0.0,-11,-3,37
Cc1c(C(=O)NN)nn(-c2ccc(F)cc2)c(=O)c1C#N,-5,i,1,2,-1,0.5,-1,0,4
Cc1nc(CN(C)C(=O)CC2C(=O)NCCN2Cc2ccc(-c3ccccc3)cc2)cs1 (configuration not stated),9,i,0,-7,-1,-1.0,-7,4,18
O=C(NC1CCSc2ccccc21)c1cc(S(=O)(=O)N2CCOCC2)ccc1Cl (configuration not stated),-4,i,3,3,2,-0.1,-9,2,-27
Cc1nn(Cc2noc(C(=O)NCCCn3ccnc3)n2)c(C)c1Br,-9,i,0,-7,2,-1.3,-2,-2,10
Cc1ccc(C(=O)NC(c2ccccc2)C(Cl)Cl)cc1 (configuration not stated),5,i,-10,2,-8,0.5,-4,-6,10
O=C(CN1c2cccc3cccc(c23)S1(=O)=O)Nc1ccc(S(=O)(=O)N2CCOCC2)cc1,-21,i,0,7,10,0.0,-3,1,-5
CCOc1cc(N2CCOCC2)c(OCC)cc1NC(=O)CSc1ccccc1C(=O)O,-8,i,-5,-13,1,0.7,-10,3,3
CSc1ccc(/C=N\NC(=O)CNc2ccc(C)cc2)cc1,-7,i,-1,0,3,1.6,-7,1,10
C=CCn1c(CC(=O)Nc2ccc(C)cc2C)nnc1SCC(=O)N1CCOCC1,-4,i,2,-2,1,-1.3,-3,1,1
CC(C)(C)c1csc(NC2=NS(=O)(=O)c3ccccc32)n1,-1,i,2,-8,-24,3.2,-6,1,10
COc1cccc(NC(=O)C(C)OC(=O)CCCNC(=O)c2ccc(Cl)cc2)c1 (configuration not stated),2,i,-5,-6,2,-0.9,-7,4,-6
COc1cc(C(=O)NNC(=O)C2CCC2)cc(OC)c1OC,3,i,-3,-3,-1,-0.5,-2,2,19

# In the list so far, 2 have a COOH group.
SMILES,E coli Lon inh,Rpn11 block,CSN inh,FAS-TE inh,MT1-MMP act inh,MsrA inh,bovine MsrA act,Rin1 Abl inh,PABP1 MLLE inh
CCOc1ccc(S(=O)(=O)Nc2cc(NS(=O)(=O)c3ccc(OCC)cc3)cc(C(=O)O)c2)cc1,-16,i,6,1,4,1.2,-12,0,-2
CCOc1cc(N2CCOCC2)c(OCC)cc1NC(=O)CSc1ccccc1C(=O)O,-8,i,-5,-13,1,0.7,-10,3,3

# New compounds follow
SMILES,E coli Lon inh,Rpn11 block,CSN inh,FAS-TE inh,MT1-MMP act inh,MsrA inh,bovine MsrA act,Rin1 Abl inh,PABP1 MLLE inh
O=c1[nH]c(SCc2n[nH]c(=S)n2-c2ccccc2)nc2sc3c(c12)CCC3,0,i,-4,-2,5,0.3,-3,1,16
O=C(CSc1ccccc1)N1CCN(c2ccc(F)cc2)CC1,6,i,-1,1,3,1.1,-7,2,3
Cc1ccc(CSc2nnc(-c3ccc(NS(=O)(=O)c4ccccc4)cc3)o2)cc1,-1,i,5,19,-2,0.5,-2,-1,-50
CC1=NN(Cc2cc(C(C)(C)C)c(O)c(C(C)(C)C)c2)C(=O)C1,1,i,2,-6,2,-0.3,1,3,19
Cc1ccc(C)c(S(=O)(=O)NCc2ccc(C(=O)N3CCCCC3C)cc2)c1 (configuration not stated),-12,i,-3,-4,-3,-0.6,-1,-2,-1
O=c1ncccn1C1OC(CO)C(O)C1O (configuration not stated),3,i,1,0,3,0.1,-1,2,10
CC1(C(=O)Nc2ccc3c(c2)OCCO3)CCN1C(=O)C/C=C/c1ccccc1 (configuration not stated),4,i,2,2,0,-0.1,-7,-7,-6
Nc1nc(SCC(=O)Nc2ccccc2Oc2ccccc2)n[nH]1,-2,i,-14,-17,0,1.0,-8,2,2
CCN1CCN(C(=O)CCc2nnc3ccc(N4CCC5(CC4)OCCO5)nn23)CC1,1,i,-4,-5,-1,0.6,-4,3,6
O=C(NCCN1CCOCC1)c1c[nH]c2ccc(S(=O)(=O)N3CCOCC3)cc2c1=O,-11,i,-1,-12,-3,0.9,-5,1,0
O=C(NCc1ccc(F)cc1)c1cc(C2CCCN(C(=O)c3cccs3)C2)on1 (configuration not stated),-8,i,4,-6,2,1.0,-6,2,-1
O=C(/C=C/c1ccc(Cl)cc1)N1CCN(Cc2ccccc2)CC1,-3,i,-3,11,5,-0.9,-2,3,8
O=[N+]([O-])c1cccc(CN2CCN(c3ncccn3)CC2)c1,-11,i,5,0,1,0.2,-2,0,-7
COc1cccc(CC2(CO)CCCN(Cc3nc(-c4cccs4)oc3C)C2)c1 (configuration not stated),0,i,7,3,-1,-0.2,-2,-1,6
COc1ccc(CCNC(=O)CCCc2ccccc2)cc1OC,-2,i,1,0,1,-1.8,-2,1,-14
Cc1nnc(NC(=O)c2ccc3c(c2)OCO3)s1,-10,i,-21,2,-1,0.6,-8,4,13
COc1ccc(-n2c(C)c(C)c3c(NCCCO)ncnc32)cc1,7,i,0,-4,0,0.7,0,-3,-1
CCOC(=O)C1CCN(C(=O)c2ccccc2CCc2ccccc2)CC1,-5,i,0,7,-4,0.3,0,-1,1
N=c1c2ccccc2nc2n1CCCCCCCCCCC2,3,i,1,22,1,0.4,-1,-1,5
CCn1c(SCC(=O)Nc2ccc3c(c2)c2ccccc2n3CC)nnc1-c1cnccn1,-8,i,9,10,-7,1.8,0,-5,-17
CCn1ccnc1CN(C)C(=O)c1cc(COc2ccc(Cl)cc2OC)on1,3,i,1,3,-3,-1.1,-7,0,-3
Cc1c(CC(=O)NCC(=O)O)c(=O)oc2cc3occ(-c4ccccc4)c3cc12,4,i,1,-4,3,3.0,-3,1,-3
O=C(Nc1ccc(Cl)cc1)c1ccsn1,3,i,2,-8,2,0.5,-6,1,2
COc1ccc(CNC(=O)CN2C(=O)COc3ccc(S(=O)(=O)N4CCOCC4)cc32)cc1,-15,i,7,-1,0,-0.7,-2,-1,-8
CCc1ccc(CN(C)C(=O)c2cc(COc3c(F)cccc3F)on2)cc1,5,i,6,29,-3,-0.1,1,-3,2
COc1ccccc1NC(=S)N1CC(C)(C)C1=O,-2,i,-4,4,-1,0.8,4,1,1
O=C(c1ccncc1)N(Cc1cc2ccccc2[nH]c1=O)C1CCCCC1,5,i,2,-10,-14,1.3,-2,-3,18
CNC(=O)c1c(NC(=O)c2ccco2)sc(C)c1C,-6,i,7,-2,1,1.9,-10,-5,12
CCC(C#CCN1CCOCC1)(CC)OCCC#N,-2,i,3,-4,6,-0.5,2,-3,7
Cc1cccc(NC(=O)c2ccc(S(=O)(=O)N(C)C)cc2)n1,-3,i,-4,-7,2,0.2,-5,0,-7
Cc1ccc(C(=O)NCC(=O)OCc2csc(-c3ccccc3)n2)cc1,0,i,-15,-4,2,1.3,-4,3,-11
N#CC1C=Cc2ccccc2N1C(=O)c1ccccc1 (configuration not stated),1,i,-2,-1,-7,-1.6,-1,2,2
O=C(O)c1cccnc1Sc1ccc(Br)cc1,-9,i,0,-4,-1,1.9,-1,0,16
CCOC(=O)Cn1nc(Cc2ccccc2)c2ccccc2c1=O,0,i,4,2,0,0.9,0,0,0
O=C(O)c1cnn2c(C(F)(F)F)cc(-c3ccco3)nc12,1,i,2,-8,1,2.7,-5,-1,6
O=C(CNc1cccc(C(F)(F)F)c1)Nc1cccc(S(=O)(=O)N2CCCC2)c1,-2,i,-5,21,-4,-1.3,-3,8,-19
O=C(N/N=C/c1ccc2c(c1)OCO2)C(=O)N1CCCC1,11,i,-9,-5,2,1.6,-5,0,-8
Cc1ccc2nc(N(CCCN(C)C)C(=O)c3ccc(S(=O)(=O)N4CCc5ccccc5C4)cc3)sc2c1,1,i,5,18,-17,-0.5,0,-2,5
N#Cc1cccc(S(=O)(=O)NCc2nnc3ccccn23)c1,-7,i,3,-9,2,-0.6,-2,0,22
COCCOn1c(SCCOC)nc2ccccc2c1=O,6,i,0,-4,3,-3.0,-1,3,1
CCn1c(O)c(N=NC(=S)NCC2CCCO2)c2ccccc21 (configuration not stated),2,i,1,8,9,1.7,0,0,25
O=C1c2cccnc2C(=O)N1c1cccc([N+](=O)[O-])c1,3,i,-6,-4,3,1.9,-8,-3,5
COc1ccc(CN(C)S(=O)(=O)c2nnc(NC(=O)c3ccccc3Br)s2)cc1,-2,i,3,1,6,-0.1,0,2,-8
Cc1cccc(C#N)c1NC1=CC(=O)CC(C)(C)C1,3,i,2,-14,4,-1.0,-10,2,-10
CCN(C(=O)c1cnc2scc(C)n2c1=O)c1ccccc1C,-10,i,4,-10,2,2.8,-6,-2,-9
CC1CCN(C(=O)C2CCN(S(=O)(=O)c3cccs3)CC2)CC1,4,i,-2,-2,-1,0.2,-8,3,-4
N=C(N)c1ccc(Cl)cc1,-9,i,1,-4,-3,0.1,-4,3,24
